Source: PubChem
CHT block: human CHT choline transport inhibition | CHT-expressing cells, membrane potential dye, choline response; hits give low values | B-score at 10 µM | 0.86% of 310,000 active | AID 488975;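 active = B-score over 3 SD under the library average, and starting fluorescence ratio not unusually high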;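 note: choline stimulus applied at its EC90 after an EC20 pre-addition; B-score computed on integrated fluorescence ratio after choline addition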
Target sequence (Q9GZV3 whole entry, looked up): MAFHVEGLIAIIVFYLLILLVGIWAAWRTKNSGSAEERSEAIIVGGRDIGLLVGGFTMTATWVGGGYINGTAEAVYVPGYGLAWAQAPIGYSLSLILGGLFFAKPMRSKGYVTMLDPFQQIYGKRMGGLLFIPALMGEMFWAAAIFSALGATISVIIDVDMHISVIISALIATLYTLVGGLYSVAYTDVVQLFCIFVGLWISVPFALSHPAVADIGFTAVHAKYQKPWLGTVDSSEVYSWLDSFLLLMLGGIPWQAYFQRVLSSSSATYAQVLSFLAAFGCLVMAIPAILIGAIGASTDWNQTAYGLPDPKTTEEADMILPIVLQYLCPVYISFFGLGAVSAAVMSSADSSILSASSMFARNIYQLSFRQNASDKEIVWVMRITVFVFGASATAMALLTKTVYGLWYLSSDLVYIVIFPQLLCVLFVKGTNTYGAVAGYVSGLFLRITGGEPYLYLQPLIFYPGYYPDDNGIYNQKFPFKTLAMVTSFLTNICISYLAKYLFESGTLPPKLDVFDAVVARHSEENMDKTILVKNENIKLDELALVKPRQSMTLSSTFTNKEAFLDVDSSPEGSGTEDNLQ
STK33 inh: blocks human STK33 kinase activity; Q9BYT3; purified STK33, MBP phosphorylation, ADP-Glo luminescence; 0.073% of 320,000 active; AID 2661; inhibition, % at 10 µM;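 active = inhibition at or above 25%, using the most active replicate where run in duplicate; inactive = inhibition below 25%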
Target sequence (Q9BYT3 whole entry, looked up): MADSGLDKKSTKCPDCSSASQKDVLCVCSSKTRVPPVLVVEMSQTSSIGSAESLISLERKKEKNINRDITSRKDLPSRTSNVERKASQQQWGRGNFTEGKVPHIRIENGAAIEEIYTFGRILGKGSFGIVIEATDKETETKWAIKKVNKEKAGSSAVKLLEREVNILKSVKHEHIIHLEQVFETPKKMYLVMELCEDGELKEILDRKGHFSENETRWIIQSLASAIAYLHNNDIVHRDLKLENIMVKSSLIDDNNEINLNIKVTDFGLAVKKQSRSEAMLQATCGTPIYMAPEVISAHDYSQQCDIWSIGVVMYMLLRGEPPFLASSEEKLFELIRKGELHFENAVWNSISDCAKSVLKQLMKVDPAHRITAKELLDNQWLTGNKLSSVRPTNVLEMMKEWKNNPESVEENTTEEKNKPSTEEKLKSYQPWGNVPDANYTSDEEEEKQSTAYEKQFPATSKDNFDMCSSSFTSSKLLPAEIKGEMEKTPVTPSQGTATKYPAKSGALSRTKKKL
CHT PAM: allosteric activators of human choline transporter CHT; CHT-expressing cells, membrane potential dye, choline EC20; hits give high values; LV-AA mutant CHT in HEK293 cells; B-score at 10 µM; 0.49% of 310,000 active;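 active = initial fluorescence not abnormally high and integrated response B-score, plate-corrected, over 3 SD above library mean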
An asterisk follows results filed as active; i = inactive; . = no result given.

SMILES | CHT block | STK33 inh | CHT PAM
O=C1c2ccccc2C(=O)N1CCc1nc2ccccc2c(=O)n1CCCn1ccnc1 | i | -1.1 | i
CN(C)CCCN(C(=O)c1ccc(S(=O)(=O)N2CCCCCC2)cc1)c1nc2c(F)cc(F)cc2s1 | i | -2.2 | i
Cc1nc2ccc(NC(=O)C(F)(F)F)cc2o1 | i | 0.2 | i
O=c1cc(NCc2ccccc2)c2ccccc2o1 | i | -0.2 | i
CC(C)(C)c1cc(-c2nc(N)nc(N)n2)cc(C(C)(C)C)c1 | i | 2.4 | i
O=C(CNS(=O)(=O)c1ccc(Br)s1)N1CCC(N2CCCCC2)CC1 | i | -1.0 | i
COc1ccc(/C(O)=C2/C(=O)C(=O)N(Cc3ccco3)C2c2cccs2)cc1 (stereo not given) | i | 1.3 | i
CCOc1ccc(S(=O)(=O)N2CCN=C2c2ccccc2)c(C)c1C | i | -1.1 | i
COc1ccc(-c2cc3c(=O)n(CC(=O)NCCCN4CCC(N5CCCCC5)CC4)nc(C)n3n2)cc1 | i | -1.2 | i
O=S(=O)(c1ccccc1)N1CCN(C(=S)NCCc2ccccc2)CC1 | i | -1.3 | i
O=C1CC(NC23CC4CC(CC(C4)C2)C3)C(=O)N1c1ccc2c(c1)OCO2 (stereo not given) | i | -1.2 | i
CCCCNc1nc(CC)c2c(c1C#N)CCCC2 | i | -0.2 | i
N=c1ccccn1CC(O)COc1ccccc1 (stereo not given) | i | 1.0 | i
COc1ccc(/C=C2/N=C3CCCCCN3C2=O)cc1 | i | 0.3 | i
Cc1cccc(N(Cc2cc3ccc(C)cc3[nH]c2=O)S(=O)(=O)c2ccccc2)c1 | i | -1.0 | i
CCOCCN1CCN(c2c(C)c(C)nc3cc(-c4cc(OC)cc(OC)c4)nn23)CC1 | i | -0.5 | i
O=C1c2cccc3cccc(c23)C(=O)N1Nc1ccccc1 | i | -1.8 | i
COc1ccc(/C=C/C(=O)c2ccc(O)cc2)cc1COc1ccc(F)cc1 | i | -1.6 | i
CC(=O)Nc1ccc(Cl)c(-c2nc3ncccc3o2)c1 | i | 1.3 | i
CCCNC(=O)c1ccc(N2CCC3(CC2)CC(c2cccc(Br)c2)=NO3)c(NC(=O)c2cccc(C)c2)c1 | i | -0.5 | i
CN(Cc1ccccc1)C(=O)c1ccccc1NC(=O)C1=CSCCO1 | i | -1.4 | i
CCC(C)[C@H]1COCCS(=O)(=O)N1Cc1ccccc1 (stereo not given in full) | i | -1.4 | i
COc1cc(NC(=O)CCCl)cc(-n2cnnn2)c1 | i | -1.7 | i
Cc1c(O)ccc(/C(Cc2ccc3ccccc3n2)=N\O)c1O | i | 0.4 | i
COc1cccc(C(C(=O)NC2CCCCC2)N(C(=O)CNC(=O)c2ccco2)c2cccnc2)c1 (stereo not given) | i | 0.1 | i
CN(CCCNC(=O)C1CCC(=O)N1Cc1ccccc1Cl)c1ccccc1 (stereo not given) | i | -1.2 | i
C/C(=N\NC(=O)c1ccc2c(c1)OCO2)c1ccc(NS(C)(=O)=O)cc1 | i | 1.3 | i
COc1ccccc1NC(=O)COC(=O)/C=C/c1ccccc1[N+](=O)[O-] | i | . | i
Cc1ccc(S(=O)(=O)N2CCN(C(=O)c3cccs3)CC2)c(C)c1 | i | 0.4 | i
CCCCOC(=O)CSC(=S)N(C)Cc1cccs1 | i | -0.6 | i
CC(C)Oc1ccc(/C=N/NC(=O)C(CSCc2ccccc2)NC(=O)c2ccc([N+](=O)[O-])cc2)cc1 (stereo not given) | -5.5* | -1.2 | i
O=C(CC1Nc2ccccc2NC1=O)Nc1ccc2c(c1)OCO2 (stereo not given) | i | -0.9 | i
Cc1cc(NC(=O)CN2C(=O)NC(C)(c3ccc(Cl)cc3)C2=O)no1 (stereo not given) | i | 0.0 | i
O=C(CSc1nc(Cc2ccccc2)nc2ccccc12)Nc1ccc2c(c1)OCCO2 | i | -0.8 | i
NC(=O)c1c(NC(=O)Cc2ccccc2)sc2c1CCN(Cc1ccccc1)C2 | i | 1.5 | i
Cn1cccc1Cc1nnc(SCC(=O)Nc2nccs2)n1C | i | -0.3 | i
CN=C(Nc1cc(C)nn1CCC#N)c1ccc(F)cc1 | i | -1.9 | i
CN(C)C(=C(C#N)C#N)N1CCN(c2ccc(Cl)cc2)CC1 | i | 0.3 | i
CC(=O)N1CCN(c2ccc(NC(=O)c3ccccc3C)cc2)CC1 | i | 0.7 | i
CCCn1c(=O)c(C(=O)NCc2ccccc2)c(O)c2ccccc21 | i | -1.2 | i
CC(=O)c1ccc(N2CCN(S(=O)(=O)c3cc4c(cc3C)NC(=O)CO4)CC2)cc1 | i | . | i
CCc1ccc(NC(=O)c2c(Cl)nc(C)c(Cl)c2C)cc1 | i | -2.8 | i
N#Cc1c(SCc2cccc(Cl)c2)sc(C(=O)c2ccccc2)c1N | i | -0.5 | i
CCOc1ccc(C(F)(F)F)cc1NC(C)=O | i | -0.8 | i
CC(Oc1ccccc1)C(=O)NN1Cc2ccccc2C1=N (stereo not given) | i | 1.0 | i
CC(C)CNS(=O)(=O)c1ccc(OCC(=O)NCc2ccco2)cc1 | i | -0.9 | i
COc1cc(C)ccc1OCCCOc1ccccc1Br | i | -1.2 | i
CCN(CC)S(=O)(=O)c1ccc(C(=O)NCc2cccs2)cc1 | i | -1.4 | i
O=C(Nc1ccc(F)cc1)C1CCN(C(=O)c2ccc([N+](=O)[O-])cc2)CC1 | i | -1.3 | i
O=C(c1cnn2c(C(F)F)cc(-c3ccccc3)nc12)N1CCc2ccccc21 | i | 0.1 | i
COc1ccc(NS(=O)(=O)c2ccc3c(c2)NC(=O)C(C)S3)cc1 (stereo not given) | i | -0.3 | i
CC1Cc2ccccc2N1C(=O)CSc1nc2cc3c(cc2cc1C#N)OCO3 (stereo not given) | i | -1.7 | i
CC1CC(=O)N(c2ccc(NCc3ccccc3Cl)c([N+](=O)[O-])c2)C1=O (stereo not given) | i | 5.5 | i
COc1cccc(-c2c(C#N)c(N)nc3c2c(=O)nc2sccn23)c1 | i | -1.1 | i
COc1cccc(C(=O)N2CCN(Cc3ccccn3)CC2)c1OC | i | 0.2 | i
COc1ccc(C(=O)NCc2nnc(SCCOc3ccccc3)n2C)cc1 | i | -1.7 | i
Cc1cccc(C)c1NC1=C(Cl)C(=O)OC1OC(C)C (stereo not given) | i | -1.4 | i
CCOc1cc(-c2noc(CCC(=O)NC3CCCCC3)n2)ccc1OC | i | -0.6 | i
CC(=O)Nc1ccc(S(=O)(=O)NCCC(=O)OCCN2C(=O)c3ccccc3C2=O)cc1 | i | 0.5 | i
O=C(Nc1cccnc1)c1ccc(Br)s1 | i | 1.4 | i

(cont.)
SMILES | CHT block | STK33 inh | CHT PAM
C=C1C(=O)O[C@@H]2[C@H]3O[C@]3(C)CC/C=C(\C)CC[C@@H]12 | i | -0.8 | i
O=C(Nc1ccc(NC(=O)c2cccs2)cc1)c1ccccc1 | i | -0.9 | i
COc1ccc(CCNC(=O)CSC2=Nc3ccccc3C3=NC(C(C)C)C(=O)N23)cc1OC (stereo not given) | i | 0.3 | i
Cc1[nH]c2ccccc2c1C(=O)C(=O)N1CCN(C)CC1 | i | -1.2 | i
CC(=O)N1N=C(c2cccc(NS(C)(=O)=O)c2)CC1c1ccc2c(c1)OCO2 (stereo not given) | i | -0.5 | i
CCOc1cc(CNCCc2ccc(S(N)(=O)=O)cc2)ccc1OCc1ccccc1 | i | -0.8 | i
Cc1ccc(C)n1-c1nn(S(=O)(=O)c2cccc(C(F)(F)F)c2)c2cccc(F)c12 | i | -0.7 | i
CCOC(=O)N1CCN(C(=O)CN(Cc2ccccc2)S(=O)(=O)c2ccc(OC)c(Cl)c2)CC1 | i | -1.0 | i
CCOC(=O)C1CCN(CCC(=O)Nc2ccc(F)cc2)CC1 | i | -1.0 | i
CCOC(=O)c1ccc(N(C(=O)CNC(=O)c2ccco2)C(C(=O)NCC2CCCO2)c2ccc(OC)c(OC)c2)cc1 (stereo not given) | i | -1.3 | i
CC(=O)N1CCN=C1SCc1ccc(C)cc1 | i | 0.9 | i
O=C(COc1cccc2cccnc12)Nc1nccs1 | i | -1.2 | i

Laid out differently: 14 of the compounds above
Order of values – CHT block | STK33 inh | CHT PAM
CC(=O)Nc1ccc(S(=O)(=O)NCCC(=O)OCCN2C(=O)c3ccccc3C2=O)cc1
 : i | 0.5 | i
O=C(Nc1cccnc1)c1ccc(Br)s1
 : i | 1.4 | i
C=C1C(=O)O[C@@H]2[C@H]3O[C@]3(C)CC/C=C(\C)CC[C@@H]12
 : i | -0.8 | i
O=C(Nc1ccc(NC(=O)c2cccs2)cc1)c1ccccc1
 : i | -0.9 | i
COc1ccc(CCNC(=O)CSC2=Nc3ccccc3C3=NC(C(C)C)C(=O)N23)cc1OC (stereo not given)
 : i | 0.3 | i
Cc1[nH]c2ccccc2c1C(=O)C(=O)N1CCN(C)CC1
 : i | -1.2 | i
CC(=O)N1N=C(c2cccc(NS(C)(=O)=O)c2)CC1c1ccc2c(c1)OCO2 (stereo not given)
 : i | -0.5 | i
CCOc1cc(CNCCc2ccc(S(N)(=O)=O)cc2)ccc1OCc1ccccc1
 : i | -0.8 | i
Cc1ccc(C)n1-c1nn(S(=O)(=O)c2cccc(C(F)(F)F)c2)c2cccc(F)c12
 : i | -0.7 | i
CCOC(=O)N1CCN(C(=O)CN(Cc2ccccc2)S(=O)(=O)c2ccc(OC)c(Cl)c2)CC1
 : i | -1.0 | i
CCOC(=O)C1CCN(CCC(=O)Nc2ccc(F)cc2)CC1
 : i | -1.0 | i
CCOC(=O)c1ccc(N(C(=O)CNC(=O)c2ccco2)C(C(=O)NCC2CCCO2)c2ccc(OC)c(OC)c2)cc1 (stereo not given)
 : i | -1.3 | i
CC(=O)N1CCN=C1SCc1ccc(C)cc1
 : i | 0.9 | i
O=C(COc1cccc2cccnc12)Nc1nccs1
 : i | -1.2 | i

Next part:
SMILES | CHT block | STK33 inh | CHT PAM
O=C(O)CNS(=O)(=O)c1c(Cl)cccc1Cl | i | 0.1 | i
Cc1ccc(NC(=O)CCc2nnc(SCC(=O)Nc3ccccc3C)n2C)cc1Cl | i | -1.2 | i
CC(=O)c1cc(F)c(N2CCN(C(=O)COc3ccc(F)cc3)CC2)cc1C | i | -1.2 | i
C=CCn1c(OCc2ccccc2)n[nH]c1=S | i | -0.8 | i
COc1cccc(-c2cc(C(=O)NN3CCOCC3)c3ccccc3n2)c1 | -10* | -0.8 | i
Cc1ccc2c(c1)N(C(=O)CCC(=O)N1CCOCC1)CCO2 | i | -2.3 | i
O=C(COC(=O)Cc1ccc(Br)cc1)NCC1CCCCC1 | i | -0.2 | i
Cn1c(=O)[nH]c(=O)c2c1nc(N1CCCCC1)n2CC(O)CN1CCCCC1 (stereo not given) | i | -1.7 | i
COc1ccc2nc(C3CCCCC3)nc(C3CCCCC3)c2c1 | i | -1.0 | i
CCC1(CC)NC(=O)N(CC(=O)OCC(=O)Nc2ncc(Cl)cc2Cl)C1=O | i | 0.3 | i
Cc1ccc(C)n1NC(=O)c1ccccc1 | i | -0.3 | i
Cc1cc(C)c(C(=O)c2ccc(C(=O)N(C(C)C)C(C)C)cc2)c(C)c1 | i | 0.2 | i
COC(=O)c1ccc(S(=O)(=O)NCc2ccccc2)n1C | i | -0.2 | i
CCC(=O)N1CC2(C)CN(C(=O)CC)CC(C)(C1)C2 | i | -0.1 | i
CCN1C(=O)C2C(c3cccc(F)c3)NC(C)(C(=O)OC)C2C1=O (stereo not given) | i | -1.1 | i
CC(=O)NCC(=O)NC1CCCc2c1cnn2-c1ccc(C(C)(C)C)cc1 (stereo not given) | i | -0.9 | i
O=C(COC(=O)c1cccc(S(=O)(=O)N2CCOCC2)c1)c1ccccc1 | i | -2.9 | i
CCOC(=O)C1CCN(C(=O)C2CCN(c3nnc(-n4cccc4)s3)CC2)CC1 | i | 1.8 | i
Cn1c(/C=N/NC(=O)c2ccccc2Br)nc2ccccc21 | i | 1.6 | i
Cc1ccc2nc(-c3ccc(NS(=O)(=O)c4c(C)n(C)c(=O)n(C)c4=O)cc3)sc2c1 | i | -0.5 | i
COc1ccc(CNC(=O)CN2C(=O)C3CCCN3c3ncc(Cl)cc32)cc1 (stereo not given) | i | -0.4 | i
CCn1c(C)nnc1SCC(=O)Nc1ccc2c(c1)OCCO2 | i | 0.5 | i
O=C(OCCN1CCOCC1)c1ccccc1 | i | -1.3 | i
CC1CN(CCCOc2ccc([N+](=O)[O-])cc2)CC(C)O1 (stereo not given) | i | 0.0 | i
O=Cc1ccc(OCc2ccccn2)cc1 | i | 0.6 | i
Cc1cc(O)cc(C)c1NS(=O)(=O)c1ccc2ccccc2c1 | i | 0.7 | i
COc1ccc(Cl)cc1CN1CCN(c2nc(C)cc(C)c2C#N)CC1 | i | -6.9 | i
CC(C)c1nnc(NC(=O)CCC(=O)Nc2ccccc2)s1 | i | -2.3 | i
C#CC[N+]1(CC#Cc2cccc3ccccc23)CCOCC1 | i | -0.4 | i
COc1ccc(Nc2nc3c([nH]2)c(=O)[nH]c(=O)n3C)cc1 | i | -1.0 | i
CC(C)(CNC(=O)Cc1ccc(Cl)cc1Cl)N1CCCCC1 | i | -0.8 | i
Cc1ccc(NC(=O)C2CCN(C(=O)c3cccs3)CC2)cc1 | i | 1.6 | i
CC(=O)c1cc(C#N)c(N2CC(C)OC(C)C2)nc1C (stereo not given) | i | -0.1 | i
Cc1nc(SCC(N)=O)c(C#N)c(C)c1C | i | -1.3 | i
S=C(NCCN1CCOCC1)Nc1ccc(Nc2ccccc2)cc1 | i | -1.1 | i
O=c1c2c(-c3ccccc3)csc2ncn1/N=C/c1c2ccccc2cc2ccccc12 | i | -1.0 | i
CCCc1c(O)nc(SCc2ccccc2)[nH]c1=O | i | -0.6 | i
Cc1cccc(NC(=O)CSC(N)=O)c1C | i | -0.8 | i
COc1ccc(CCNC(=S)NC(=O)c2cccc(Cl)c2)cc1OC | i | -1.3 | i
CN(c1ccc(C(=O)NCc2ccccc2)cc1)S(C)(=O)=O | i | 0.3 | i
Cc1ccc(-c2nn3c(C)nnc3c3ccccc23)cc1S(=O)(=O)NCc1ccco1 | i | -0.8 | i
